# Screening results (PubChem BioAssay)
# aDG glyco act: activators of alpha-DG glycosylation, primary screen, uHTS, Pro5-aDG cells, AlphaScreen; 0.22% of 360,000 active; activation, % at 10 µM; alpha-DG glycosylation AlphaScreen (IIH6); 0% Pro5, 100% B10-LARGE cell signal;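 active means activation of at least 8% versus controls, or a plate z-score of at least 8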;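 further: Pro5 are CHO cells carrying HIG-tagged alpha-DG that lacks glycosylation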
# CF NFkB block: inhibitors of PAF-induced NF-kB signaling, primary screen, cell-based, GFP fluorescence, uHTS | KKLEB NF-kB-GFP reporter, GFP fluorescence overnight | inhibition, % at 5 µM | 0.86% of 360,000 active | AID 588850, 2011;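 active means at least 50% inhibition at 5 µM, scaled per plate between neutral and stimulator controls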;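 further: PAF is a Pseudomonas aeruginosa culture filtrate used as stimulus; plate controls were PAF-stimulated DMSO wells for no effect and unstimulated DMSO wells for full effect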
# hiPSC survival: enhancers of single-cell hiPSC survival, primary screen, ATPlite luminescence; survival enhancement, % at 20 µM; 100% = ROCK inhibitor wells, 0% = DMSO; 0.044% of 360,000 active; in the data active means survival enhancement above about 18%;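 further: cells exposed to compounds for 16 hours before the ATP read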
# MITF TRPM1 inh: inhibitors of MITF-dependent TRPM1 promoter reporter, primary screen, cell-based, SK-MEL-5, single point, luciferase; inhibition, % at 12.5 µM; 0.83% of 330,000 active; SK-MEL-5 TRPM1 promoter luciferase, 24 h; AID 488899, 2010;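 active means mean inhibition across replicates of 60% or more, whatever share of single replicates reaches that level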; further: values of inactives mirror those of a sister screen read the other way
# NR2E3 ag-1: inhibitors of NR2E3-RetCOR corepressor binding, primary screen, NR2E3 agonist project, biochemical, TR-FRET, GST-NR2E3, biotin-RetCOR; Photoreceptor-specific nuclear receptor (Homo sapiens), Q9Y5X4; 1536-well; inhibition of corepressor binding, % at 4.78 µM; 0.12% of 320,000 active; AID 2300, 2010;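 active means percent inhibition above the cutoff of mean plus 3 SD of all tested compounds, set per screening campaign, cut at about 20% in these data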;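 further: 0% = DMSO wells and 100% = biotin wells as full block of FRET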
# Target sequence (Q9Y5X4 whole entry, looked up): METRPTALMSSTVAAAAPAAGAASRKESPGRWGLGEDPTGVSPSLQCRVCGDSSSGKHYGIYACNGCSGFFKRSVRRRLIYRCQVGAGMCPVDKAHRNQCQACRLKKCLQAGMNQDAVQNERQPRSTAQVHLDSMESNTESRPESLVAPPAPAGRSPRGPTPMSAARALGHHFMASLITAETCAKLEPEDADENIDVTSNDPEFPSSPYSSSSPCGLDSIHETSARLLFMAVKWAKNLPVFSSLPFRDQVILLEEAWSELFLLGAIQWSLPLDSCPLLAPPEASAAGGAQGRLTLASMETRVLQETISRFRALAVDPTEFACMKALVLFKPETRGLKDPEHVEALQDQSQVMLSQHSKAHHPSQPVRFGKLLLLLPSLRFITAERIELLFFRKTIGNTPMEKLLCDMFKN
#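 Test system: GST-NR2E3 and biotin-RetCOR proteins | Quantity: 1.35 nM GST-tagged NR2E3 final | Medium: Tris pH 7.5 | Also added: 7 nM biotin-RetCOR | Dosing: Compound at 4.8 µM, single dose | Timing: 5 h at 4 °C | Detection: Time-resolved FRET | Read-out basis: Percent inhibition | Benchmarks: Biotin wells as high control, 0.6% DMSO wells as low control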
# HIF-2a block: HIF-2a reporter inhibitors, primary screen, luminescence, 786-0 RCC cells; 786-0 RCC cells HIF-2a reporter, luciferase luminescence, overnight; inhibition, % at 18.8 µM; 0.72% of 360,000 active;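 active means inhibition of the luminescence signal of 40% or more relative to plate controls, in a single-dose primary screen at 18.75 µM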
# Shn3 3UTR inh: reduction of Shn3 3'UTR firefly luciferase signal, primary screen, Schnurri-3 inhibitor project, cell-based, Clone20 osteoblasts, set 2; 0.52% of 360,000 active; Clone20 osteoblast Shn3 3'UTR firefly luciferase, 24 h; AID 588674, 2011; inhibition, % at 12.5 µM;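 active means mean inhibition of at least 75% with every replicate also reaching 75%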;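 further: 0% = median of neutral control wells and 100% = pilot-screen positive control compound; some compounds past the cut are filed as inactive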
# KKLEB tox: cytotoxicity in KKLEB CF airway cells, primary screen, cytotoxicity control for CF NF-kB inhibitor project, cell-based, uHTS, fluorescence assay plates | KKLEB CF airway cells viability, ATPlite luminescence, overnight; hits give low values; cells stimulated with P. aeruginosa culture filtrate | activity change (cytotoxicity), % at 5 µM | 0.36% of 360,000 active;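 active means corrected activity change at or below -50% at 5 µM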
# NR2E3 ag-2: NR2E3 agonists in two-hybrid cells, primary screen, cell-based, luminescence, CHO-S, Gal4-NCOR/VP16-NR2E3. Photoreceptor-specific nuclear receptor (Homo sapiens), Q9Y5X4. luciferase. inhibition of corepressor binding, % at 3.98 µM. 0.35% of 360,000 active. AID 602229, 2012;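 active means inhibition above the mean of all tested compounds plus 3 SD, cut at about 70% in these data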;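 further: 0% = DMSO with NR2E3 transfected cells and 100% = cells lacking NR2E3 construct; higher means lower luciferase signal from less NR2E3 corepressor binding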
# Peg3 promoter: Peg3 promoter-driven luciferase inhibitors, primary screen, cell-based, HeLa, luciferase luminescence; HeLa PEG-Prom luciferase reporter, overnight; 1.7% of 360,000 active; inhibition, % at 20 µM; AID 588405, 2011;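 active means inhibition of at least 50% at 20 µM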
# TWEAK-Fn14 inh: inhibitors of TWEAK-Fn14 signaling, primary screen, luciferase reporter cells, uHTS | TWEAK-stimulated Fn14 reporter cells, luciferase luminescence, 8 h | inhibition, % at 10 µM | 2% of 360,000 active | AID 1159606, 2016; in the data active means inhibition above about 50%
# Numbers without * were called inactive; . = no result given.
SMILES,aDG glyco act,CF NFkB block,hiPSC survival,MITF TRPM1 inh,NR2E3 ag-1,HIF-2a block,Shn3 3UTR inh,KKLEB tox,NR2E3 ag-2,Peg3 promoter,TWEAK-Fn14 inh
CCOC(=O)N1CCC(c2nc3ccccc3[nH]2)CC1,0.2,12.4,3.7,6.7,1.6,10.3,-6.4,-1.8,-9.8,2.3,-4.6
Cc1ccccc1NC(=O)C1CC(=O)N(c2ccc3c4c(cccc24)CC3)C1 (stereo not given),-0.4,9.5,2.7,6.4,0.5,-2.2,7.9,5.1,25.4,15.2,-8.7
CCCCn1c(N)c(N(CCOC)C(=O)CCS(=O)(=O)c2ccc(Cl)cc2)c(=O)[nH]c1=O,0.0,7.3,-0.4,19.2,-2.6,14.0,1.1,-5.8,-0.2,6.7,-10.9
COc1c(C)cc(C(O)c2ncc(-c3ccccc3Cl)[nH]2)cc1C (stereo not given),-0.4,1.3,5.6,.,.,1.1,-12.0,-1.8,-51.7,26.7,10.6
O=c1c2c([nH]n1-c1ccccc1)C[C@@H](C1CCCCC1)O[C@H]2c1ccc(F)cc1,-0.1,.,-0.9,.,.,-127.3,.,.,57.0,.,-9.3
COc1ccc(C2NC(=S)NC3=C2N2CCC3CC2)cc1 (stereo not given),0.0,-11.7,0.0,-0.2,0.4,16.0,-9.8,-9.6,-6.2,14.6,2.2
Cc1ccc(C)c(N2CC(C(=O)Nc3cc(C)on3)CC2=O)c1 (stereo not given),-0.1,-2.1,-0.4,2.1,0.5,-1.4,9.9,-2.2,-7.6,5.2,11.5
FC(F)(F)c1cc(-c2cccs2)nc2ncnn12,-0.3,6.5,2.3,-15.4,1.1,-0.4,0.2,7.2,12.4,-2.4,23.5
O=C(CNC(=O)C1CCCCC1)Nc1ccc(F)c(Cl)c1,0.0,5.5,-0.8,-1.3,-1.9,3.8,-13.0,3.8,-10.5,-4.1,-2.2
c1ccc(CNc2nc3ccccc3n2CCN2CCOCC2)nc1,-0.1,6.4,1.9,9.7,-2.4,-6.4,6.4,-0.2,1.1,4.7,-4.0
COc1cccc(CN2CC(C(=O)N(C)Cc3ccnc4ccccc34)CCC2=O)c1 (stereo not given),0.0,1.5,-0.4,5.9,-0.4,10.8,-4.5,-4.8,-15.4,-0.8,10.7
COC(=O)[C@@H]1C[C@@]2(O)[C@H](O)[C@H](O)[C@H](O)C[C@H]2N1Cc1cc(OC)cc(OC)c1,-0.2,-18.9,0.0,-0.2,2.5,6.9,30.5,6.0,3.4,-0.4,9.5
Cc1ccc(S(=O)(=O)CCC(=O)OCC(=O)NCc2ccccc2)cc1,0.3,9.9,0.1,4.3,3.3,8.8,-1.5,5.7,-8.8,4.8,8.0
OCCC1CN(Cc2cnc(N3CCCC3)s2)CCN1C1CCCC1 (stereo not given),-0.2,-6.0,-0.6,3.8,0.9,13.0,-7.5,2.3,-8.0,-2.2,-13.7
CCOc1cc(C2C(C#N)=C(N)Oc3cc(N)ccc32)ccc1O (stereo not given),-0.2,6.1,-0.5,5.6,4.3,-10.4,6.0,0.5,-15.7,11.9,12.8
COc1cc2c(cc1NC(=O)c1cc(-c3ccncc3)nc3ccccc13)oc1ccccc12,0.1,4.0,-0.6,-8.4,-2.6,2.3,16.2,-11.6,-21.1,25.1,0.2
Cc1cccc(C)c1NC(=O)c1ccc(OCc2c(C)noc2C)cc1,0.7,0.2,-0.5,-12.7,.,8.2,-0.2,-3.2,-17.4,-0.7,-3.0
COc1ccc(S[C@@H](CCN2CC[C@H](O)CCC2=O)c2ccccc2)cc1,0.0,16.3,-1.5,-5.1,2.0,-9.5,-11.4,-14.7,-30.0,-7.4,-12.1
COc1cccc(C(=O)N/N=C/c2ccc(OC)c(COc3ccccc3C(N)=O)c2)c1,-0.5,-37.3,-0.4,6.8,1.0,7.9,14.4,7.0,-30.7,18.1,-21.3
CC1CC1C(=O)NCCc1ccc(Cl)cc1 (stereo not given),0.0,-14.3,7.3,-12.9,0.4,-64.6,-4.1,9.2,-5.3,-39.5,-19.0
COCCNC(=O)CSc1nc(-c2ccccc2)c(-c2ccccc2)o1,-0.1,-2.5,2.9,11.9,6.7,4.6,16.2,0.0,0.4,16.9,0.8
CCCCN(C)CCN1C(=O)C2C(C(=O)Nc3ccc(OC)cc3)C3C=CC2(O3)C1C(=O)NC1CCCCC1 (stereo not given),-0.1,-22.7,-0.3,-5.0,4.4,5.4,11.0,2.7,-3.0,-22.0,18.4
N#CC1=C(N)N2C(=C(C#N)C13CCCCC3)SC1CCCCC12O (stereo not given),-0.1,9.3,4.8,12.9,6.9,9.3,23.5,15.3,23.7,24.0,23.8
O=C(O)C1CSC2c3ccccc3C(=O)N12 (stereo not given),0.1,8.4,-2.5,10.7,0.3,14.6,-8.1,7.1,-1.4,-6.5,-10.8
CNC(=O)C(C)c1ncc(C(F)(F)F)cc1Cl (stereo not given),0.2,-23.2,0.9,-0.2,-2.7,9.5,-9.7,3.5,-4.3,5.9,0.5
COc1ccc(N(C(=O)CNC(=O)c2ccco2)C(C(=O)NC2CCCCC2)c2ccco2)cc1 (stereo not given),0.7,4.0,0.3,7.7,1.8,17.3,-8.1,-2.8,13.1,-3.0,-1.6
O=c1ccc(-c2ccc(S(=O)(=O)NCC3CCN(Cc4cccc(F)c4)CC3)s2)n[nH]1,-0.5,10.3,0.5,-11.8,2.9,6.9,-5.5,-17.1,6.6,5.0,-27.0
c1ccc(CSc2ccc(-c3ccccn3)nn2)nc1,0.3,6.2,-0.6,-38.6,-2.3,-182.5,-1.4,-1.9,-115.9,-212.9,19.5
Cc1ccc(NC(=O)c2ccc(S(=O)(=O)N3CCC(C)CC3)cc2)nc1,0.3,14.9,-0.6,-26.0,-2.3,-93.3,-22.6,-5.3,8.1,-56.0,6.0
Fc1cccc(NC(=S)NNc2c3ccccc3nc3ccccc23)c1,-0.1,-42.2,-0.9,12.5,.,7.5,46.3,0.4,-17.0,26.1,-17.9

# An excerpt from above in order of number of heavy atoms, smallest number first:
SMILES,aDG glyco act,CF NFkB block,hiPSC survival,MITF TRPM1 inh,NR2E3 ag-1,HIF-2a block,Shn3 3UTR inh,KKLEB tox,NR2E3 ag-2,Peg3 promoter,TWEAK-Fn14 inh
c1ccc(CSc2ccc(-c3ccccn3)nn2)nc1,0.3,6.2,-0.6,-38.6,-2.3,-182.5,-1.4,-1.9,-115.9,-212.9,19.5
N#CC1=C(N)N2C(=C(C#N)C13CCCCC3)SC1CCCCC12O (stereo not given),-0.1,9.3,4.8,12.9,6.9,9.3,23.5,15.3,23.7,24.0,23.8
COCCNC(=O)CSc1nc(-c2ccccc2)c(-c2ccccc2)o1,-0.1,-2.5,2.9,11.9,6.7,4.6,16.2,0.0,0.4,16.9,0.8
O=c1ccc(-c2ccc(S(=O)(=O)NCC3CCN(Cc4cccc(F)c4)CC3)s2)n[nH]1,-0.5,10.3,0.5,-11.8,2.9,6.9,-5.5,-17.1,6.6,5.0,-27.0
COc1ccc(N(C(=O)CNC(=O)c2ccco2)C(C(=O)NC2CCCCC2)c2ccco2)cc1 (stereo not given),0.7,4.0,0.3,7.7,1.8,17.3,-8.1,-2.8,13.1,-3.0,-1.6
CCCCN(C)CCN1C(=O)C2C(C(=O)Nc3ccc(OC)cc3)C3C=CC2(O3)C1C(=O)NC1CCCCC1 (stereo not given),-0.1,-22.7,-0.3,-5.0,4.4,5.4,11.0,2.7,-3.0,-22.0,18.4

# Following part.
SMILES,aDG glyco act,CF NFkB block,hiPSC survival,MITF TRPM1 inh,NR2E3 ag-1,HIF-2a block,Shn3 3UTR inh,KKLEB tox,NR2E3 ag-2,Peg3 promoter,TWEAK-Fn14 inh
Cn1c(=O)n(C)c2cc(/C=C3/NC(=O)N(Cc4ccccc4)C3=O)ccc21,-0.2,-76.3,-2.7,3.2,-0.4,-2.2,13.6,-11.9,11.4,-8.3,-30.4
COC(=O)c1ccc(OC)c(CSc2nnc(-c3ccc(C)cc3)o2)c1,0.0,0.2,-0.6,14.1,.,10.8,-6.1,-1.2,10.2,2.0,-10.4
Cc1cc(C(=O)NCc2cccnc2)n(-c2ccccc2)n1,0.2,-3.0,-0.2,-8.3,-1.7,10.8,-25.5,-1.3,-0.8,3.5,10.0
COc1ccccc1OC(=O)C1CC(=O)N(c2ccc(Cl)cc2)C1 (stereo not given),-0.1,-2.1,-2.2,2.4,2.2,7.7,-2.5,5.4,-5.0,-7.2,-10.4
O=C(CCC(=O)N1CCN(S(=O)(=O)c2ccc([N+](=O)[O-])cc2)CC1)N1CCOCC1,-0.2,14.9,5.1,-7.5,.,-6.3,-17.0,-19.7,-4.4,-3.0,4.8
COc1ccc(CN2C(=O)Cc3c2nc(N)c2c(N)nc(N4CCOCC4)c(C#N)c32)cc1,0.0,-10.1,0.1,10.8,-1.3,6.6,-10.9,-7.1,-6.7,16.3,-23.5
CNC(=O)COC(=O)c1ccc(NS(=O)(=O)c2ccc3c(c2)OCCO3)cc1,-0.1,2.9,-0.3,6.7,1.6,17.2,-0.5,3.5,14.3,16.1,-1.6
Cc1ccccc1N1CC(C(=O)Nc2nnc(SCc3cccnc3)s2)CC1=O (stereo not given),0.0,-7.3,-0.4,7.0,2.8,-0.3,-12.7,1.5,-8.4,11.4,-3.6
COc1ccc(C(=O)Nc2ccc(N3CCN(C(=O)c4cccs4)CC3)cc2)cc1Br,0.5,1.2,0.5,8.4,4.1,21.4,-13.9,0.2,-6.5,33.6,26.0
Cc1ccc(C)c(S(=O)(=O)N2CCCCC2CCNC(=O)C(=O)NCc2ccccn2)c1 (stereo not given),0.1,10.2,0.0,14.2,-0.3,20.1,6.8,-16.0,-18.2,10.3,1.4
N#Cc1ccc(N2C(=O)[C@@H]3C(C(=O)C(c4ccccc4)c4ccccc4)=NN[C@@H]3C2=O)cc1,0.1,10.6,-0.3,1.8,-1.3,12.2,-0.4,3.8,0.1,5.8,-6.7
CSc1ccccc1-n1nnnc1SCC(=O)Nc1cc(C)ccc1C,-0.1,9.7,0.8,4.9,-1.8,9.0,14.9,7.1,13.2,19.0,12.1

# Random draw from the library; any-hit rate near 4.4%.
